sEH activator: soluble epoxide hydrolase activators, primary screen, biochemical, human sEH. Bifunctional epoxide hydrolase 2 (Homo sapiens), P34913. purified human sEH enzymatic activity, activator screen. 91,000 compounds, 0.04% hits. activation, % at 2 µM; in the data active = activation above about 37%; also: values of inactives mirror those of a sister screen read the other way
Target sequence (P34913 whole entry, looked up): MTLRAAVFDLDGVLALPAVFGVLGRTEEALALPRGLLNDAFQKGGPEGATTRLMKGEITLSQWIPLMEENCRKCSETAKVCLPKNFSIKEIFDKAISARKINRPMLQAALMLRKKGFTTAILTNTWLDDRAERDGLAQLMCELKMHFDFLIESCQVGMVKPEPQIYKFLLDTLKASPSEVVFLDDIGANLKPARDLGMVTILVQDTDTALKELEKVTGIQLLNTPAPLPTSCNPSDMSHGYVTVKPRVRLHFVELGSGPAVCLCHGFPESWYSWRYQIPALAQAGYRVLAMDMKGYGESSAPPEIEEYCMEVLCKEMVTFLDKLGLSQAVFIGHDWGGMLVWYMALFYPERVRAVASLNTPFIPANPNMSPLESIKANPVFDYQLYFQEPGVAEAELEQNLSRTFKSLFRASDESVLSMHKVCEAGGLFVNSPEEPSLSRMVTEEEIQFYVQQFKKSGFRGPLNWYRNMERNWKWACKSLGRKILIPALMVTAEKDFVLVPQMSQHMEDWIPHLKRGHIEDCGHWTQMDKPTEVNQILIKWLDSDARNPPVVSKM
Smad3 inh: Smad3/FoxH1 peptide binding inhibitors, primary screen, biochemical, TR-FRET; TR-FRET Smad3/Dy647-FoxH1 peptide binding, europium anti-His; inhibition, % at 25 µM; 88,000 compounds, 0.29% hits; AID 630, 2007;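 active = compounds that reduce the energy-transfer binding signal between the protein and its labelled peptide by more than half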;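 also: 0% = Smad3 plus labelled peptide maximal FRET and 100% = peptide-only background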
Target sequence (P84022 whole entry, looked up): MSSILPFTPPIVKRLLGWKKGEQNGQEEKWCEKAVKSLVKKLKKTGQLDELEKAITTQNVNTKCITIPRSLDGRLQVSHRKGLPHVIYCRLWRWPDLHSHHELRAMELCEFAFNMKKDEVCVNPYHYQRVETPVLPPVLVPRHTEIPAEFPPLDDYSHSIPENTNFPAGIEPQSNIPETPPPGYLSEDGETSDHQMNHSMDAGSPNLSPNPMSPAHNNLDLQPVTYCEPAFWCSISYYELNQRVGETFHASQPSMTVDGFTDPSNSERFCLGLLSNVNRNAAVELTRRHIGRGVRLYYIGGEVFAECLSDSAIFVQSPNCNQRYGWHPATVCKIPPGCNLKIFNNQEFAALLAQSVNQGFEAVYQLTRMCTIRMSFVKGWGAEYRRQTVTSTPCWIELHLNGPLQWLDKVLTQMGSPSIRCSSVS
HUVEC tox TNFa: cytotoxicity in TNFa-stimulated HUVEC, primary screen, cytotoxicity control for VCAM1 expression modulator project, imaging, Hoechst nuclei count; HUVEC TNFalpha-stimulated, Hoechst cell count; cell count reduction, % at 2 µM; 93,000 compounds, 0.17% hits;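 active = cell count reduction exceeding the screen mean by over 5 SD, scaled to untreated wells per plate, cut at about 78% in these data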;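 also: cells counted after 24 h of TNF alpha exposure following the 1 h pretreatment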
Calb biofilm kill: clotrimazole potentiators killing Candida biofilms, primary screen, with clotrimazole, Alamar Blue; AID 834, 2007; C. albicans biofilm + clotrimazole; 85,000 compounds, 0.14% hits; inhibition, % at 6 µM;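 active = inhibition above 20%; inactive = inhibition below 20%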;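 also: preformed 24 hr biofilms exposed to compound for 48 hr; 0% = biofilm without compound and 100% = blank killed by clotrimazole plus chlorhexidine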
ERb SRC1 inh: inhibitors of ERβ-SRC1 coactivator interaction, primary screen, biochemical, TR-FRET, ERβ LBD, SRC-1 peptide | AID 633, 2007 | inhibition, % at 25.6 µM | TR-FRET ER-beta LBD / SRC1-Cy5 peptide binding; receptor agonist-loaded with 1 µM estradiol | 86,000 compounds, 1.3% hits | Estrogen receptor beta (Homo sapiens), Q92731;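 active = compounds whose percent inhibition of the receptor-coactivator binding signal exceeds about 50% in the single-dose screen, limit read from the data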;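 also: 0% = receptor plus peptide wells without compound and 100% = peptide-only wells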
HUVEC tox IL1B: cytotoxicity in IL-1B stimulated HUVEC, primary screen, cytotoxicity control for IL-1B NFkB translocation project, imaging, Hoechst nuclear count, IL-1B stimulus | HUVEC cell count loss | cell count reduction, % at 2 µM | 94,000 compounds, 0.41% hits | AID 845, 2007;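 active = cell count reduction more than 3 SD above the screen-wide mean, cut at about 70% in these data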;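 also: normalized per plate to untreated control cells as the no-loss baseline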
sEH inhibitor: soluble epoxide hydrolase inhibitors, primary screen, biochemical, human sEH | AID 707, 2007 | inhibition, % at 2 µM | Bifunctional epoxide hydrolase 2 (Homo sapiens), P34913 | recombinant human sEH enzymatic activity assay | 91,000 compounds, 0.34% hits; in the data active = inhibition above about 80%; also: values of inactives mirror those of a sister screen read the other way; many of its hits are not listed in these tables
VCAM1 TNFa inh: inhibitors of TNFa-induced VCAM1 expression, primary screen, imaging, HUVEC, TNFa stimulus, immunofluorescence. HUVEC TNFa-induced VCAM-1 immunofluorescence, high-content imaging. inhibition, % at 2 µM. 95,000 compounds, 0.48% hits. AID 802, 2007;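 active = inhibition above the batch mean plus 3 SD, with images confirmed as a hit by eye, cut at about 37% in these data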;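 also: 0% = TNF-stimulated DMSO wells and 100% = unstimulated control wells; not every result past the cut was called active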
F-actin modifier: modifiers of F-actin cytoskeleton organization, primary screen, imaging, HUVEC, phalloidin staining, high-content imaging; HUVEC TNFa F-actin phalloidin imaging; inhibition, % at 2 µM; 91,000 compounds, 0.18% hits; AID 836, 2007;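 active = inhibition above the batch mean plus 3 SD and confirmed as a hit by visual image inspection, cut at about 30% in these data, passing the limit was not always enough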; also: strong numbers were not always called active
* = called active by the depositor; · = no result given; [ ] = remark or other dose. This is a subset; rates above refer to the full screens.

SMILES	sEH activator	Smad3 inh	HUVEC tox TNFa	Calb biofilm kill	ERb SRC1 inh	HUVEC tox IL1B	sEH inhibitor	VCAM1 TNFa inh	F-actin modifier
COCCNC(=O)Cn1cc2c(n1)CCC(C)C2 (stereo unspecified)	13	-6	6	7	-10	2	-8	-6	0
CO/N=C\CC(=O)Nc1ccc(F)cc1	-14	·	4	·	·	-13	13	3	-24
O=S(=O)(c1ccc(-c2csc(=Nc3ccccc3)n2CCCN2CCOCC2)cc1)N1CCOCC1	6	-2	-13	6	-8	-10	-2	8	1
C/C(=N\NC(=O)c1c(Cl)cnn1C)c1cccc(NC(=O)COc2ccccc2)c1	13	·	-10	·	·	-19	-17	3	10
COc1nc(NC(C)=O)nc(C)c1Br	2	·	-11	·	·	8	2	3	-13
C/C(=C\c1ccccc1)CN1CCN(c2ccccc2)CC1	-8	1	1	1	2	-1	6	6	-25
O=C(CCN1C(=O)C2C3C=CC(C3)C2C1=O)NCCc1ccccc1 (stereo unspecified)	-2	-2	9	1	2	-4	1	-10	18
COc1cc(CNc2ccccc2SC)cc(OC)c1OC	9	-1	-7	0	-9	-2	-6	3	9
CCN1CCN(C(c2cccs2)C(C)NC(=O)c2c(F)cccc2F)CC1 (stereo unspecified)	-9	-1	·	7	-1	·	9	·	·
CCOC(=O)c1cc2c(=O)n3ccccc3nc2n(CCOC)c1=NC(=O)C(C)(C)C	-2	-2	-19	6	-5[fluorescence artefact?]	2	0	-3	19
C=CCNc1nc(-c2ccc(OC)cc2OC)cs1	4	20	-16	2	4[fluorescence artefact?]	-86	-3	27	·
CN1C(=O)C(CC(N)=O)N(NC(=O)c2ccc(Cl)cc2)C1=S (stereo unspecified)	7	-15	4	7	1	-9	-4	-3	-2
COc1cc(NC(=O)c2ccc(Cl)cc2Cl)ccc1-c1cc2ccccc2oc1=O	-3	·	5	·	·	-16	2	5	11
Cc1nc(CN2CCN(C(=O)c3ccc(C(C)(C)C)cc3)CC2)cs1	·	-6	-39	4	-1[fluorescence artefact?]	10	·	8	10
O=C(OCn1ncc(Br)c(Br)c1=O)c1c(F)cccc1F	-4	-24	17	2	2	32	6	74*	26
COc1ccc(N2CCN(C(=O)CN(c3ccc(Br)cc3)S(C)(=O)=O)CC2)cc1	11	2	7	-2	-7	8	-10	20	-7
COCCn1c(SCC(=O)Nc2ccc3c(c2)OCCO3)nnc1-c1c[nH]c2ccccc12	2	4	-11	-6	-13	-40	-1	13	-11
O=C(CSC1=NCCS1)N1CCN(c2ccccc2)CC1	-14	-2	-26	4	-5	28	17	10	9
Cc1ccc2c(c1)[nH]c1c(=O)n(CCC3=CCCCC3)cnc12	-17	·	-9	·	·	-14	21	-8	-8
C/C(=N/NC(=O)Cc1cccc2ccccc12)c1cccs1	-42	·	-12	·	·	-97	42	2	16
O=C(c1ccc(Cl)cc1)N1CCCC(c2ccccc2)=N1	10	·	1	·	·	-53	-8	16	15
CC(=O)Nc1coc2ccc(Br)cc12	-6	3	-12	8	3[fluorescence artefact?]	-28	6	2	7
Cc1cc(C)n(-c2nc3ccccc3c(=O)n2OCc2ccc(Cl)cc2)n1	-8	14	10	6	6	10	8	12	-14
CN(C)c1ccc(CNCCC2CCOC(C)(C)C2)cc1 (stereo unspecified)	-7	-5	-9	-1	-1	13	9	-28	-2

Complete entries as entered above. Values in the order: sEH activator | Smad3 inh | HUVEC tox TNFa | Calb biofilm kill | ERb SRC1 inh | HUVEC tox IL1B | sEH inhibitor | VCAM1 TNFa inh | F-actin modifier
CN(C)c1ccc(CNCCC2CCOC(C)(C)C2)cc1 (stereo unspecified) is entered as -7 | -5 | -9 | -1 | -1 | 13 | 9 | -28 | -2
Cc1ccc2c(c1)[nH]c1c(=O)n(CCC3=CCCCC3)cnc12 is entered as -17 | · | -9 | · | · | -14 | 21 | -8 | -8
Cc1cc(C)n(-c2nc3ccccc3c(=O)n2OCc2ccc(Cl)cc2)n1 is entered as -8 | 14 | 10 | 6 | 6 | 10 | 8 | 12 | -14
O=C(CSC1=NCCS1)N1CCN(c2ccccc2)CC1 is entered as -14 | -2 | -26 | 4 | -5 | 28 | 17 | 10 | 9
Cc1nc(CN2CCN(C(=O)c3ccc(C(C)(C)C)cc3)CC2)cs1 is entered as · | -6 | -39 | 4 | -1[fluorescence artefact?] | 10 | · | 8 | 10

Continuation.
SMILES	sEH activator	Smad3 inh	HUVEC tox TNFa	Calb biofilm kill	ERb SRC1 inh	HUVEC tox IL1B	sEH inhibitor	VCAM1 TNFa inh	F-actin modifier
COc1ccc(C(=O)NCC(=O)OCC(=O)c2ccc3c(c2)OCCO3)cc1	6	·	-27	·	·	-13	-5	-20	-9
COc1ccc(C(=O)OCC(=O)Nc2ccc(F)cc2F)cc1OC	-3	-22	2	4	11	-11	7	14	1
COc1ccc(OC)c(Nc2ncnc3ccccc23)c1	9	-1	2	10	13	-7	-8	13	0
O=C(COC(=O)CCC(=O)c1ccc(F)cc1)Nc1ccc(N2CCOCC2)cc1	0	11	-3	1	25	-17	0	0	-10
COCc1cc(C)nc(Nc2ccccc2C)c1C#N	-9	1	-13	6	-3	21	14	15	-6
COc1ccc(N2CCN(C(=O)C(C)(C)Oc3ccc(Cl)cc3)CC2)cc1	-2	9[fluorescence artefact?]	78*	7	0[fluorescence artefact?]	36	2	-22	-29
CC1(C)CC(=O)c2cc(C(=O)NCc3ccco3)c(=O)n(-c3ccc(Cl)cc3)c2C1	-7	7	-10	2	1	-2	7	11	-5
COc1ccc(Br)cc1C1Nc2ccccc2C(=O)N1NC(=O)c1ccncc1 (stereo unspecified)	-7	·	-7	·	·	-61	7	3	0
COC(=O)c1sc(NC(=O)c2ccc(Cn3cc(Cl)cn3)o2)c(C#N)c1C	17	-3	40	0	46	8	-16	40	-13
Cn1nc([N+](=O)[O-])nc1Sc1nnc(-c2ccccc2)o1	2	-2	3	3	3	14	-2	31	-17
COc1ccc(-c2ccc(SCC(=O)N3CCCC3)nn2)cc1OC	-6	5	-22	5	1[fluorescence artefact?]	-15	3	12	-1
Cc1ccc(/C=N/n2c(C)n[nH]c2=S)o1	-4	·	-21	·	·	-66	2	6	9
O=C(CN1CCN(c2ccccn2)CC1)NC1CCCC1	-1	-3	0	7	6	12	3	3	-4
CCOC(=O)C1=C(Nc2cccc(Cl)c2)OCC1=O	-1	·	-35	·	·	-2	1	9	9
N#CC1=C(C=Nc2ccccc2O)CCC1	-12	-5	2	7	0	-128	12	22	9
O=C1CN(S(=O)(=O)c2ccccc2)CC(=O)N1CCc1ccccc1	-8	9[fluorescence artefact?]	-24	2	-9	-20	6	14	9
CCN(CC)S(=O)(=O)c1cc(C(=O)N2CCc3ccccc32)ccc1Cl	-3	4	-16	1	1	-17	5	14	-8
CC1=C(C(=O)N(C)C)C(c2cccs2)NC(=O)N1 (stereo unspecified)	14	-2	3	-5	4	11	-8	3	6
NC(=O)C1CCN(C(c2ccccc2)c2nnnn2C2CCCC2)CC1 (stereo unspecified)	7	11	-4	10	-7	-33	-7	20	5
c1ccc2c(c1)nc(-c1ccncc1)n1nnnc21	9	8	-18	12	-3	-9	-10	-13	12
COc1cc2c3c(c1OC)C1(C=CC(=NO)C=C1)CC3N(C(C)=O)CC2 (stereo unspecified)	9	·	-3	·	·	-16	-8	2	-6
COc1cccc(C(=O)Nc2nnc(-c3cccs3)s2)c1	-7	·	-8	·	·	8	9	13	12
O=C(Nc1cccc(Cl)c1Cl)C1CC(=O)N(c2ccc(Br)cc2)C1 (stereo unspecified)	-3	-4	0	4	-8	-16	6	-10	-7
CC1CCN(CCNC(=O)C2CCCN(S(=O)(=O)c3cccc4nonc34)C2)CC1 (stereo unspecified)	8	2	-1	9	-8[fluorescence artefact?]	-20	-10	10	1

Looked up above:
sEH inhibitor, `O=C(CN1CCN(c2ccccn2)CC1)NC1CCCC1` = 3
HUVEC tox IL1B, `c1ccc2c(c1)nc(-c1ccncc1)n1nnnc21` = -9
Smad3 inh, `O=C(Nc1cccc(Cl)c1Cl)C1CC(=O)N(c2ccc(Br)cc2)C1` (stereo unspecified) = -4

Following part.
SMILES	sEH activator	Smad3 inh	HUVEC tox TNFa	Calb biofilm kill	ERb SRC1 inh	HUVEC tox IL1B	sEH inhibitor	VCAM1 TNFa inh	F-actin modifier
COc1cccc(NC(=O)Cc2cccs2)c1	-15	3	0	5	2[fluorescence artefact?]	-8	16	5	16
O=c1cc(CN2CCN(c3ccccc3O)CC2)nc2sccn12	21	·	-19	·	·	-6	-23	8	5
O=C(CN1CCN(c2ccccn2)CC1)Nc1ccc(Cl)c(C(F)(F)F)c1	-4	-11	-20	10	-9	25	4	-2	-4
COc1cc(/C=C2/S/C(=N/S(=O)(=O)c3ccccc3)NC2=O)c([N+](=O)[O-])cc1OC	-1	25	-13	5	0	-10	-1	4	·
CCOc1ccc(N2CC(C(=O)Nc3cccc(C)c3C)CC2=O)cc1 (stereo unspecified)	0	·	5	·	·	-2	-1	4	9
Cc1ccc(CSc2nnc(-c3cccs3)n2C)cc1	-1	0	16	11	-5	21	-1	8	-28
COc1ccc(S(=O)(=O)N(C)CC(=O)Nc2ccccc2C(F)(F)F)cc1	5	-11	-15	7	-16	4	-1	1	3
CCNc1nc(NCC)nc(N/N=C/c2ccc([N+](=O)[O-])o2)n1	2	·	-13	·	·	10	-1	10	2
CC(=O)C1=C(O)C(=O)N(CCN(C)C)C1c1ccc(Cl)cc1 (stereo unspecified)	3	13[fluorescence artefact?]	-38	·	-12	-12	-3	-13	9
Cc1ccc(SCC(=O)N2CC(C)OC(C)C2)cc1 (stereo unspecified)	-2	-10	-4	10	2	-16	1	-8	21
CC1(C)CC(=O)C(/C=N/c2ncccc2C(=O)O)=C(O)C1	9	11	-2	3	-1	-20	-11	-11	-10

A draw from above in order of count of non-hydrogen atoms, descending.
SMILES	sEH activator	Smad3 inh	HUVEC tox TNFa	Calb biofilm kill	ERb SRC1 inh	HUVEC tox IL1B	sEH inhibitor	VCAM1 TNFa inh	F-actin modifier
NC(=O)C1CCN(C(c2ccccc2)c2nnnn2C2CCCC2)CC1 (stereo unspecified)	7	11	-4	10	-7	-33	-7	20	5
COCc1cc(C)nc(Nc2ccccc2C)c1C#N	-9	1	-13	6	-3	21	14	15	-6
Cc1ccc(SCC(=O)N2CC(C)OC(C)C2)cc1 (stereo unspecified)	-2	-10	-4	10	2	-16	1	-8	21

Assay outcomes deposited in PubChem by several laboratories.
